A549 viability = A549 cytotoxicity, counter-screen for Nrf2 inhibitors. AID 504648. 0.16% of 390,000 active. Potency, µM (highest dose often 46 µM), for the others: at the top dose activity change, negative = cytotoxicity, hits mostly inhibitors. A549 ARE-Fluc cells, CellTiter-Fluor viability, 18-24 h; further: potency means the concentration at half of the fitted maximal effect; on the % scale 0 is the no-effect control and ±100 the full control effect
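Cytotoxicity counterscreen: CellTiter-Fluor fluorescence was measured in A549 ARE_Fluc cells after 18-24 h of compound exposure in a concentration series. The subsequent BugLite luminescent read reports ARE-luciferase activity.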
Nrf2 inh = Nrf2 pathway inhibition. A549 ARE-Fluc reporter, luciferase luminescence, 18-24 h. Potency, µM (series often up to 46 µM), for inactives: at the highest dose activity change, negative = inhibition, actives largely listed as inhibitors. 2.1% of 360,000 active; further: potency means the concentration at half of the fitted maximal effect; on the % scale 0 is the no-effect control and ±100 the full control effect; nearly all actives have a fitted effect of over 60% in size
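Nrf2 activity is the BugLite luminescence, read 15 min after reagent at room temperature, following CellTiter-Fluor cytotoxicity readout (30 min, 37C). Compound titrations were applied for 18-24 h to 5000 A549 ARE_Fluc cells/well in 5% FBS OPTI-MEM.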
EPAC2 antagonist = EPAC2 (human) antagonism. Q8WZA2. EPAC2 GEF exchange of Rap1B-BODIPY-GDP, fluorescence. Potency, µM (series often up to 114 µM), for the others: at the highest dose activity, negative = inhibition, most hits filed as inhibitors. 0.18% of 360,000 active. AID 720708; further: potency means the concentration at half of the fitted maximal effect; on the % scale 0 is the no-effect control and ±100 the full control effect; nearly all actives have a fitted effect of over 45% in size; many of its hits are not listed in these tables
Target sequence (Q8WZA2 whole entry, looked up): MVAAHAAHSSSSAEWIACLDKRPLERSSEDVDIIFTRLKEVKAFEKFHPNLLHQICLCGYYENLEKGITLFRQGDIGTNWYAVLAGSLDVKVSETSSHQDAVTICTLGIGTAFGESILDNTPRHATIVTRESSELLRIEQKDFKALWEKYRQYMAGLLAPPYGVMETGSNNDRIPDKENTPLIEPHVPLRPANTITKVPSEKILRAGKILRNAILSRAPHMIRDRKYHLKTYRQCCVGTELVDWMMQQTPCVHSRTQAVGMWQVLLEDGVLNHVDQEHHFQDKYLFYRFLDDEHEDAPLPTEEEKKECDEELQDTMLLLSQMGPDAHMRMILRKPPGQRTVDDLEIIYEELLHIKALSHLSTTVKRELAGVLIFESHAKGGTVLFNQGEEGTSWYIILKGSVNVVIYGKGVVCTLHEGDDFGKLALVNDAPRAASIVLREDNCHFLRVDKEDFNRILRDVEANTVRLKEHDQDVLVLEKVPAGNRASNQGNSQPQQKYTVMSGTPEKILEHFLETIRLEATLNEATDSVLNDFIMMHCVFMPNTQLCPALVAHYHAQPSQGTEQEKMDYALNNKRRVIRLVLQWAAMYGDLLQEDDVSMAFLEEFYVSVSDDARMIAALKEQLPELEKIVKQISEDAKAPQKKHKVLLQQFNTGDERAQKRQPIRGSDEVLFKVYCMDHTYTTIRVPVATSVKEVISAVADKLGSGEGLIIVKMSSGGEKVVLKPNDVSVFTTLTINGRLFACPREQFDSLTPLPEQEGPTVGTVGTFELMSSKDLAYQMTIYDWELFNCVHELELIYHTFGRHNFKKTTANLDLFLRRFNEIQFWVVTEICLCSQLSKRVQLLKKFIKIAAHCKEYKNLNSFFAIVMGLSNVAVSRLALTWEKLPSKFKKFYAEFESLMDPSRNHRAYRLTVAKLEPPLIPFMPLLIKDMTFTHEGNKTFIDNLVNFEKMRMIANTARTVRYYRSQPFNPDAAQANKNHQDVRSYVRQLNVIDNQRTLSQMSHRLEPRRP
TGFb SMAD3 inh = inhibitors of TGF-b signaling | HepG2 CAGA-GFP TGF-b/SMAD3 reporter, GFP fluorescence, 18 h; TGF-beta stimulated, 500 pg/mL final | 1.2% of 410,000 active | Potency, µM (titrated, usually from 46.1 µM), inactives show at the highest dose activity, negative = inhibition, actives largely listed as inhibitors | AID 588855; further: potency means the concentration at half of the fitted maximal effect; on the % scale 0 is the no-effect control and ±100 the full control effect; nearly all actives have a fitted effect of over 65% in size
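Cell-based qHTS in HEPG2 carrying a CAGA-GFP Smad reporter; compounds added before 500 pg/mL final TGF-beta, 18 h incubation at 37 degrees C, GFP fluorescence quantified per cell by imaging cytometry.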
Nrf2 activator = Nrf2 pathway activation | AREc32 ARE-luciferase reporter (MCF7-derived line), luminescence, 24 h | Potency, µM (highest dose often 46.1 µM), for inactives: top-dose activation, hits mostly activators | 0.31% of 410,000 active | AID 624171; further: potency means the concentration at half of the fitted maximal effect; % of control where 0% means no effect; nearly all actives have a fitted effect of over 65% in size
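For detection, Steady-Glo was added and plates sat 30 min at RT; before that, AREc32_Fluc cells grown overnight in OPTI-MEM/5% FBS had been treated with 23 nL compound for 24 hr at 37 deg C.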
pAkt inh = Akt phosphorylation inhibition; activity change, % for hits at 50 µM; 0.32% of 360,000 active; AID 651550; Neuro2A IGF-stimulated pAkt S473 HTRF, 20 min; active compounds read low; in the data active means activity change below about -80%; inconclusive means mostly about -51% to -80%; further: on the % scale 0 is the no-effect control and ±100 the full control effect
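Single-point screen (50 µM final compound) in Neuro2A cells stimulated 20 min with 6 nM IGF at 37 deg C. After lysis, Ser473-phosphorylated Akt read by HTRF (ex 330 nm, em 615/665 nm) as the 665/615 ratio.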
CCT modulator = changes cytosolic chaperonin activity; 0.3% of 360,000 active; activity change, % (concentration not given with the values), hits read low; purified chaperonin ATPase assay, HTRF ADP detection, 30 min; in the data active means activity change below about -30%; further: on the % scale 0 is the no-effect control and ±100 the full control effect
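TRiC (40 or 20 nM final, by batch activity) in 30 mM Tris pH 7.4, 100 mM KCl, 5 mM MgCl2, 1 mM DTT was treated with compound at 76 uM single dose, then 10 uM ATP, 30 min at 37 °C. ADP was read by HTRF Transcreener.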
Mm-Cpn inhibitor = inhibitors of Methanococcus maripaludis chaperonin (MmCpn). purified Mm-Cpn ATPase, ADP Transcreener TR-FRET. Potency, µM (doses to about 76.9 µM), inactives show at the highest dose activity, negative = inhibition, actives largely listed as inhibitors. 0.031% of 330,000 active. AID 504842; further: potency means the concentration at half of the fitted maximal effect; on the % scale 0 is the no-effect control and ±100 the full control effect; nearly all actives have a fitted effect of over 80% in size
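TR-FRET (320 nm excitation; 590 and 665 nm emission) reports ADP made from 10 uM ATP by 25 nM enzyme; compounds were preincubated 10 min, reaction run 30 min, both at 37°C.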
EPAC2 agonist = activates human EPAC2 exchange factor | EPAC2 activation, biochemical qHTS; response scale: 100% = 6.5 mM cAMP response | Potency, µM (doses to about 154 µM), for the others: at the highest dose activation, actives largely listed as activators | 0.079% of 360,000 active; further: potency means the concentration at half of the fitted maximal effect; nearly all actives have a fitted effect of over 50% in size
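Guanine nucleotide exchange by EPAC2 is measured as reduced fluorescence of BODIPY-GDP once it is released from 250 nM Rap1B. Plates are read kinetically for 30 min at room temperature; results are scaled to 6.5 mM cAMP.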
Active calls of the source: *; i = inactive; ? = inconclusive; / = no result given; [ ] = remark or other dose. Unless noted, the call rests on the fitted dose curve; in most records, active means well fitted curve in the direction sought with a large enough effect; inconclusive means small, poorly fitted or top-dose-only effect, or another doubt; inactive means no such curve, though single readings can be large; an effect the other way counts as inactive or inconclusive. This is a subset; the hit share may differ from the screen's.

SMILES	A549 viability	Nrf2 inh	EPAC2 antagonist	TGFb SMAD3 inh	Nrf2 activator	pAkt inh	CCT modulator	Mm-Cpn inhibitor	EPAC2 agonist
CCCCn1nnnc1C(CCc1ccccc1)N1CCC2(CC1)C(=O)NCN2c1ccccc1 (stereo unspecified)	/	/	-4%	?	-1.0%	i	-0.1	/	3%
CCOC(=O)C(O)(c1ccc(NC(=S)NC(=O)c2ccc(Cl)cc2Cl)cc1)C(F)(F)F (stereo unspecified)	?	?	-19%	0%	5.5%	i	-2.0	-2%	0%
CC(C)(C)c1cc(OC(=O)Cc2ccccc2)ccc1O	4%	7%	-19%	?	30%	i	-0.8	0%	28%
O=C1/C(=C/c2ccc([N+](=O)[O-])cc2)N2CCC1CC2	-3%	?	16%	0%	3.4%	i	0.5	1%	-1%
Fc1ccc(C(OCCN2CCN(CCCc3ccccc3)CC2)c2ccc(F)cc2)cc1	?	23µM*	-15%	?	-3.4%	/	/	/	8%
CC1(C)CC(=O)c2cc(OCC(=O)N3CCN(Cc4ccccc4)CC3)ccc2O1	1%	2%	-9%	3%	-0.7%	i	-3.5	1%	-15%
Cc1ccc(-c2cc(C(=O)N3CCC4(CC3)OCCO4)no2)cc1	4%	2%	0%	-8%	0.1%	i	-2.4	1%	14%
CCOc1cc2c(cc1OCC)-n1cccc1C(c1ccc(OC)cc1)NC2 (stereo unspecified)	-3%	?	5%	0%	4.5%	i	-2.6	1%	16%
CCN(CC)S(=O)(=O)c1ccc(N=Cc2c(O)n(-c3ccccc3)c(=O)[nH]c2=O)cc1	-12%	-28%	?	-1%	-1.5%	i	-0.7	0%	2%
CC12Nc3ccccc3C(=O)N1Cc1cnnn1-c1ccccc12 (stereo unspecified)	/	/	0%	/	0.2%	i	-1.3	/	7%
C[C@]12CCC3C(CC[C@H]4CC(=O)CC[C@]34C)C1CCC2=O (stereo partly specified)	-1%	-5%	-4%	2%	0.5%	i	1.6	1%	-1%
COC(=O)C1=C(c2ccc(OC)c(OC)c2)C[C@@H]2CC[C@H]1N2C(=O)N1CCCC1	6%	19%	-11%	5%	0.9%	i	0.4	0%	-6%

Fetched by compound from the entries so far:
SMILES	A549 viability	Nrf2 inh	EPAC2 antagonist	TGFb SMAD3 inh	Nrf2 activator	pAkt inh	CCT modulator	Mm-Cpn inhibitor	EPAC2 agonist
CC(C)(C)c1cc(OC(=O)Cc2ccccc2)ccc1O	4%	7%	-19%	?	30%	i	-0.8	0%	28%
CC1(C)CC(=O)c2cc(OCC(=O)N3CCN(Cc4ccccc4)CC3)ccc2O1	1%	2%	-9%	3%	-0.7%	i	-3.5	1%	-15%
Fc1ccc(C(OCCN2CCN(CCCc3ccccc3)CC2)c2ccc(F)cc2)cc1	?	23µM*	-15%	?	-3.4%	/	/	/	8%

Continuation:
SMILES	A549 viability	Nrf2 inh	EPAC2 antagonist	TGFb SMAD3 inh	Nrf2 activator	pAkt inh	CCT modulator	Mm-Cpn inhibitor	EPAC2 agonist
Cc1cc(=O)oc2c(C)c(OCC(=O)N3C[C@H]4C[C@@H](C3)c3cccc(=O)n3C4)ccc12	8%	-3%	-7%	-1%	2.7%	i	-0.4	1%	8%
CN(C)c1nc(-c2ccccc2)[n+](C)s1	6%	/	-13%	12%	2.2%	i	-3.7	-11%	13%
CC1(C)Cc2c(C#N)c(N3CCNCC3)nc(-c3ccco3)c2CS1	9%	4%	11%	0%	2.8%	i	0.8	-2%	7%
Cc1c(C(=O)O)cccc1-n1c(C)cc(/C=C2\C(=O)NC(=O)N(c3ccc4c(c3)OCO4)C2=O)c1C	-8%	1%	-5%	-6%	-0.7%	i	-3.5	-1%	11%
CN1C2CCC1CC(OC(=O)c1ccc(Cl)cc1)(C(=O)O)C2 (stereo unspecified)	4%	3%	9%	-16%	0.7%[9.22 µM]	i	1.2	3%	-9%
CSc1ccc(C(=O)C2CCCN(Cc3ccn[nH]3)C2)cc1 (stereo unspecified)	-3%	-5%	4%	-10%	-0.6%	i	-0.7	-1%	-11%
O=C(Cc1ccccc1)N1CCN(Cc2ccc([N+](=O)[O-])cc2)CC1	-1%	-24%	1%	-2%	-0.2%	i	-0.5	0%	8%
CCN1C[C@]2(COC)CC[C@H](O)[C@]34C1[C@](O)([C@@H](OC)[C@H]23)[C@@]1(O)C[C@H](OC)[C@H]2C[C@@H]4[C@@H]1[C@H]2OC	0%	1%	7%	?	0.1%	i	-3.7	1%	8%
Cc1ccccc1N1C(=O)NC(=O)/C(=C\c2cc(C)n(C)c2C)C1=O	1%	1%	1%	0%	0.3%	i	-1.8	-6%	0%
NP(=O)(Oc1ccccc1)c1ccccc1 (stereo unspecified)	0%	0%	6%	-25%	0.2%	i	-1.2	/	6%
COC(=O)C1=C(c2cccc(C#N)c2)C[C@@H]2CC[C@H]1N2C(=O)N1CCOCC1	-1%	-2%	7%	1%	0.1%	i	1.0	0%	-2%
Oc1ccccc1/C=N/NP(=S)(c1ccccc1)c1ccccc1	4%	?	-7%	1%	3.9%	i	-0.9	0%	12%

Complete entries, quoted from the list. Order of values: A549 viability, Nrf2 inh, EPAC2 antagonist, TGFb SMAD3 inh, Nrf2 activator, pAkt inh, CCT modulator, Mm-Cpn inhibitor, EPAC2 agonist
Oc1ccccc1/C=N/NP(=S)(c1ccccc1)c1ccccc1 reads 4%, ?, -7%, 1%, 3.9%, i, -0.9, 0%, 12%
COC(=O)C1=C(c2cccc(C#N)c2)C[C@@H]2CC[C@H]1N2C(=O)N1CCOCC1 reads -1%, -2%, 7%, 1%, 0.1%, i, 1.0, 0%, -2%
Cc1cc(=O)oc2c(C)c(OCC(=O)N3C[C@H]4C[C@@H](C3)c3cccc(=O)n3C4)ccc12 reads 8%, -3%, -7%, -1%, 2.7%, i, -0.4, 1%, 8%

New compounds follow:
SMILES	A549 viability	Nrf2 inh	EPAC2 antagonist	TGFb SMAD3 inh	Nrf2 activator	pAkt inh	CCT modulator	Mm-Cpn inhibitor	EPAC2 agonist
CCOc1cc2c(cc1OCC)-n1cccc1C(c1ccc(F)cc1)NC2 (stereo unspecified)	4%	-15%	3%	?	3.1%	i	-2.1	-4%	14%
CCN(CC)CCN=Cc1c(O)n(Cc2ccco2)c(=O)[nH]c1=O	-11%	-14%	-2%	5%	-0.7%	i	-0.5	-1%	5%
COC(=O)C1=C(c2cc3ccccc3s2)C[C@@H]2CC[C@H]1N2C(=O)NCc1ccccc1	-2%	-26%	5%	?	4.2%	i	-1.9	/	20%
CN(C)CCC=C1c2ccccc2CCc2ccccc21	-1%	3%	-1%	30%[activator]	0.1%	i	1.2	-2%	-2%
Cc1cc(OC(C)C(=O)NCC(O)c2ccccc2)c2c3c(c(=O)oc2c1)CCCC3 (stereo unspecified)	-4%	?	-14%	-18%	0.3%	i	1.3	-2%	-4%
CCOc1ccc(N2C(=O)NC(=O)/C(=C\c3ccc(N4CCOCC4)cc3C)C2=O)cc1	5%	?	18%	-12%	0.2%	i	3.3	0%	-2%
c1ccc(CCN2CCC3(CC2)OCCO3)cc1	1%	1%	16%	20%	-0.3%	i	-1.0	/	0%
O=C(c1ccc2c(c1)ncn2C1CCCCCC1)N1CCC2(CC1)OCCO2	-19%	-18%	3%	0%	-0.2%	i	-0.6	5%	-3%
Cn1c(O)c(C=NC2CC3CCC2(C)C3(C)C)c(=O)[nH]c1=O (stereo unspecified)	-1%	/	1%	5%	-0.6%	i	-2.1	2%	7%
O=C1NC(=O)C(=Cc2ccc(SC3CCCCC3)o2)C(=O)N1	-12%	17%	11%	?	13%	i	0.4	-3%	-2%
O=c1[nH]c(=S)n(Cc2ccc(F)cc2)c(O)c1/C=N/N1CCCCCC1	-2%	7%	11%	0%	-0.2%	i	-0.5	0%	?
O=C(c1ccccc1)c1ccc(N=Nc2c(O)[nH]c(=O)[nH]c2=O)cc1	5%	-23%	2%	-7%	?	i	-1.2	3%	4%
COc1ccc(-c2cc3nc(NCc4ccc(N(C)C)cc4)n(C)c(=O)c3s2)cc1OC	/	/	4%	?	5.3%	i	0.7	/	-2%
CCN(CC)P(=O)(NC(=O)c1cccn1C)N(CC)CC	1%	0%	-8%	17%	-1.2%	i	0.5	-3%	11%
CCCC12CN3CCN(CC(C3)/C1=N\NC(=O)c1ccncc1)C2	1%	3%	5%	-19%	-0.7%	i	-3.7	-5%	3%
CN(C)[C@@H]1C(=O)C(C(N)=O)=C(O)[C@@]2(O)C(=O)C3=C(O)c4c(O)cccc4[C@@](C)(O)C3C[C@@H]12 (stereo partly specified)	-7%	-15%	1%	1%	0.0%	i	0.7	-7%	7%
CC(C)(C)NC(=O)Cn1cc(C(=O)c2ccccc2F)c2ccccc21	2%	12%	6%	-5%	-0.2%	i	-1.8	-6%	-9%
CCN(C(=O)COC(=O)Cc1ccccc1)c1c(N)n(Cc2ccccc2)c(=O)[nH]c1=O	-3%	5%	-11%	15%	-0.1%	i	2.4	1%	7%
CC(=O)Nc1ccc(CC#N)cc1	-3%	-10%	8%	9%	-0.5%	i	-0.7	-8%	9%
COc1ccc(CN2C(=O)NC(=O)/C(=C/c3ccc(OC)c(OC)c3OC)C2=O)cc1	-1%	-8%	1%	-10%	0.4%	i	-1.1	3%	-4%
COc1ccc(CC2C(=O)NC(=O)NC2=O)c(OC)c1	-7%	9%	12%	21%	-0.6%	i	0.8	1%	-11%
O=c1c2ccccc2nc(/C=C/c2ccc(O)cc2)n1-c1ccccc1O	-2%	1%	-3%	2%	14%	i	-2.3	2%	1%
CN(Cc1cccc(-c2ccncc2)c1)C(=O)Oc1ccccc1Cl	/	/	-17%	/	4.7%	i	-0.4	/	16%
CC/C(=N\Nc1cccc2ccccc12)c1c(O)[nH]c(=O)[nH]c1=O	-6%	24%	6%	-14%	4.2%	i	1.1	-3%	-12%
